PrPC surface inh – inhibitors of human cell surface prion protein PrPC, primary screen, cell-based, TR-FRET. Major prion protein (Homo sapiens), P04156. TR-FRET read-out. inhibition, % at 13.8 µM. actives 0.43% (n = 370,000); in the data active = inhibition above about 24%; also: 0% = median of the test wells and 100% = reference compound wells
Rv3671c inh – Rv3671c serine protease inhibitors, primary screen, biochemical, fluorescence polarization, M. tuberculosis H37Rv; actives 0.048% (n = 320,000); AID 2606, 2010; inhibition, % at 5.96 µM; P9WHR9; in the data active = inhibition above about 38%;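 also: extracellular domain of Rv3671c used as enzyme; 0% = enzyme with DMSO and 100% = no enzyme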
CCHFV vOTU inh – CCHFV vOTU protease inhibitors, primary screen, biochemical, Pep-AMC substrate, fluorescence | Crimean-Congo hemorrhagic fever virus L polyprotein viral ovarian tumor (vOTU) protease … | inhibition, % at 11.5 µM | actives 0.55% (n = 370,000) | AID 651958, 2012; in the data active = inhibition above about 30%; also: 0% = vehicle wells with enzyme and 100% = no enzyme wells
SARS 3CLpro inh – SARS-CoV 3CLpro protease inhibitors, primary screen, biochemical, quenched FRET | Replicase polyprotein 1ab (Severe acute respiratory syndrome coronavirus), P0C6X7 | recombinant SARS-CoV 3CLpro, quenched FRET peptide cleavage | inhibition, % at 6 µM | actives 0.14% (n = 290,000) | AID 1706, 2009; in the data active = inhibition above about 12%
Vc quorum ag – inducers of Vibrio cholerae quorum light production without autoinducers, primary screen, BH1578 luxS cqsA deficient, single point; AID 588436, 2011; activation, % at 18.7 µM; actives 0.16% (n = 350,000); V. cholerae BH1578 lux reporter, luminescence, 6 h; in the data active = activation mostly above about 9.7%, no sharp cut-off; also: not every result past the cut was called active; inactives centre near 0; reference of the scale not given here
PriA SSB inh – inhibitors of Klebsiella pneumoniae PriA binding to SSB C-terminal tail, primary screen, biochemical, AlphaScreen. inhibition, % at 33 µM. actives 0.6% (n = 430,000). PriA–SSB C-terminal tail interaction (Klebsiella pneumoniae). AID 1272365, 2023. AlphaScreen SSBct-PriA binding, biotinylated peptide; in the data active = inhibition mostly above about 37%, no sharp cut-off; inactive = mostly below about 20%;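 also: plate controls were negative control peptide for no effect and reference peptide for full effect; strong numbers were not always called active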
DUSP3 inh – VHR1 phosphatase inhibitors, primary screen, biochemical, absorbance, uHTS. recombinant VHR phosphatase, pNPP absorbance. inhibition, % at 13.3 µM. actives 0.52% (n = 290,000). AID 1654, 2009; in the data active = inhibition above about 50%; also: some compounds called inactive have numbers as strong as hits
MazF activator – activators of E. coli MazEF toxin-antitoxin RNase, primary screen, biochemical, fluorescence, uHTS; activation, % at 20 µM; AID 504720, 2011; actives 0.32% (n = 350,000); FAM/BHQ RNA-DNA oligo cleavage fluorescence, 5 h; in the data active = activation above about 50%
TcdB GH inh – TcdB glycohydrolase inhibitors, primary screen, biochemical, single point, plate reader; TcdB glycohydrolase enzymatic assay; inhibition, % at 9.99 µM; actives 0.24% (n = 350,000); in the data active = inhibition above about 10%
Yp Topo-I inh – Yersinia pestis topoisomerase I inhibitors, primary screen, biochemical, cleavage product accumulation, plate reader, single point; Y. pestis Topo-I cleavage product accumulation; activity, % at 10 µM; actives 0.064% (n = 360,000); AID 504884, 2011; DNA topoisomerase I (Yersinia pestis CO92); in the data active = activity above about 50%, passing the limit was not always enough; also: inactives centre near 2
An asterisk follows results filed as active; i = inactive; nt = no result given; & = joins results of further samples. Only part of the results is shown. The share of hits here may be higher or lower than overall.

SMILES,PrPC surface inh,Rv3671c inh,CCHFV vOTU inh,SARS 3CLpro inh,Vc quorum ag,PriA SSB inh,DUSP3 inh,MazF activator,TcdB GH inh,Yp Topo-I inh
Cn1c(-c2ccc(F)cc2)cc2onc(-c3c(F)cccc3Cl)c2c1=O,6,0,15,nt,nt,-9,nt,47,-0.3,nt
CCC(C)(C)C1CCC2(CC1)NC(=O)N(CC(=O)Nc1nc(-c3ccc(C)cc3)cs1)C2=O (stereo not given),8,-7,6,3,-0.7,1,-6,-6,nt,0
O=S(=O)(c1cnc[nH]1)N1CCN(c2ccc(Cl)cc2)CC1,-3,6,2,2,-0.2,-7,25,10,1.2,3
COc1cc(NC(=O)c2cccs2)cc(OC)c1,-2,10,4,3,5.3,-17,16,-3,nt,-2
Cn1cccc1C(=O)c1cccc([N+](=O)[O-])c1,-3,-6,-4,1,i,4,14,-12,3.5,-3
COc1ccc(NC(=O)CSc2nc(NS(=O)(=O)c3ccc(C)cc3)cc(=O)[nH]2)cc1,7,-12,7,-2,i,-10,-12,-8,nt,27
O=C(OCC(=O)c1ccc([N+](=O)[O-])cc1)/C(=C/c1ccc(Cl)cc1)NC(=O)c1ccccc1,-11,5,12,-2,-0.6,-5,2,6,0.1,-10
O=C(Nc1cccc(F)c1)c1cccnc1N1CCOCC1,-1,1,13,1,-0.3,0,18,0,nt,-6
O=C(O)c1ccccc1-c1ccccc1C(=O)Nc1ccccc1Br,3,-5,5,0,i,0,6,3,1.3,-3
Cc1ccc(C2(C(F)(F)F)NC(=O)N3CCN=C3S2)cc1 (stereo not given),4,-4,-5,1,-3.6,-4&-23,3,6,nt,7
CCCCCCC(=O)Nc1c(O)c2ccccc2[nH]c1=O,2,-4,21,2,-0.2,1,5,2,nt,0
COc1ccc(NC(=O)NNS(=O)(=O)c2ccc(Br)cc2)cc1,5,nt,-13,0,i,-5,32,10,-0.1,2
COCCCNC(=O)c1ccc(CS(=O)(=O)c2cccc(C(F)(F)F)c2)o1,-4,-6,8,-8,-0.4,0,27,-7,-1.1,-5
OCCn1ccc(-c2ccccc2OCc2ccc(F)cc2)n1,-2,8,7,0,-0.2,8,11,-12,0.0,3
O=C(NCC1CCCO1)/C(=C\c1cccc([N+](=O)[O-])c1)NC(=O)c1ccccc1 (stereo not given),-11,-2,-1,-3,-0.3,-20,11,2,-0.6,-3
CN(CC(=O)N1CCc2[nH]c3ccc(F)cc3c2C1)CC1OCCO1,0,0,-5,6,nt,-20,18,1,nt,nt
COc1ccc(C2=Nn3c(nnc3-c3ccccc3OC)SC2)cc1OCC1CC1,13,14,11,nt,1.6,-3,nt,-11,1.9,2
COc1cc(/C=C2\S/C(=N/S(=O)(=O)Cc3ccccc3)NC2=O)c([N+](=O)[O-])cc1OC,-1,-1,26,8,i,nt,14,-13,-2.2,4
Oc1ccccc1CC=NC1CCCCC1,4,nt,1,nt,nt,-12,nt,1,0.6,-2
N#C/C(=N\Nc1ccc(S(=O)(=O)N2CCc3ccccc32)cc1)C(N)=S,-6,17,8,3,-0.3,nt,24,-5,1.4,0

Gathered by group, the compounds so far containing a Cl atom
SMILES,PrPC surface inh,Rv3671c inh,CCHFV vOTU inh,SARS 3CLpro inh,Vc quorum ag,PriA SSB inh,DUSP3 inh,MazF activator,TcdB GH inh,Yp Topo-I inh
Cn1c(-c2ccc(F)cc2)cc2onc(-c3c(F)cccc3Cl)c2c1=O,6,0,15,nt,nt,-9,nt,47,-0.3,nt
O=S(=O)(c1cnc[nH]1)N1CCN(c2ccc(Cl)cc2)CC1,-3,6,2,2,-0.2,-7,25,10,1.2,3
O=C(OCC(=O)c1ccc([N+](=O)[O-])cc1)/C(=C/c1ccc(Cl)cc1)NC(=O)c1ccccc1,-11,5,12,-2,-0.6,-5,2,6,0.1,-10

Next part:
SMILES,PrPC surface inh,Rv3671c inh,CCHFV vOTU inh,SARS 3CLpro inh,Vc quorum ag,PriA SSB inh,DUSP3 inh,MazF activator,TcdB GH inh,Yp Topo-I inh
CCCS(=O)(=O)N1CCCC(C(=O)NCC2CCCO2)C1 (stereo not given),1,-2,-2,-1,i,-11,38,3,nt,0
CCc1cc(C(=O)NCCN(C)C)cs1,-4,-5,-8,8,i,-6,1,1,1.8,4
COc1ccc(-c2cc(C(=O)Nc3ccc(OC)c(OC)c3)no2)cc1,-3,13,-6,1,3.4,-3,21,-5,0.1,-1
CCOC(=O)c1ccc(NC(=O)CSc2nnc(CNc3ccc(OC)cc3)n2C)cc1,6,-1,-14,0,i,14,6,8,nt,6
CCNC(=O)C(=O)NCC(c1cccs1)S(=O)(=O)c1ccc(C)cc1 (stereo not given),5,8,6,1,-0.6,-10,5,2,-0.1,-4
CC[C@]12c3[nH]c4ccc(Cl)cc4c3CCN1C(=O)[C@@H](CC(=O)NCCCn1ccnc1)C[C@@H]2C(=O)N1CCN(C(=O)c2ccco2)CC1,2,nt,0,nt,i,5,nt,10,-1.2,16
CCOc1ccc2[nH]c3c(N4CCN(c5ccccn5)CC4)ncnc3c2c1,9,-5,-6,-5,-1.0,39*,28,4,nt,6
COc1ccc(C)cc1S(=O)(=O)Nc1ccccc1,nt,-1,nt,-3,i,-13,33,-4,1.3,5
Cc1onc(-c2c(Cl)cccc2Cl)c1C(=O)N1CCCc2ccccc21,2,-3,4,1,i,-6,2,3,2.1,21
CN(c1ccc(OCC(=O)OCC(=O)NCc2ccco2)cc1)S(=O)(=O)c1ccc2ccccc2c1,5,-5,-2,3,-0.3,4,5,2,0.4,32
COc1ccc(NC(=O)CN2CCN(c3ccccn3)CC2)cc1Cl,0,0,0,3,i,4,-20,1,-0.9,1
CC1(C(=O)N/N=C/c2ccc3c(c2)OCO3)CC1(Br)Br (stereo not given),4,-2,13,4,-0.2,nt,20,5,0.2,-2
O=C(Cn1nc(C(=O)O)c2ccccc2c1=O)Nc1ccc(F)cc1,5,5,-1,5,-0.2,7,6,5,0.8,5
N=c1ccn(CC(=O)c2ccc(-c3ccccc3)cc2)cc1,9,-24,12,-6,-0.3,-7,25,11,0.8,-4
COC(=O)c1c(C(=O)OC)c(-c2ccc(Cl)c(Cl)c2)n2c1CCC2,nt,-4,nt,6,-0.5,26,10,-5,1.5,20
Cc1cc(C)c2cc(C)c(SCC(=O)NCc3ccco3)nc2c1,4,6,13,2,i,-25,22,-3,1.7,39
C=CCn1nnnc1SCC(=O)Nc1cccc(OC)c1,2,5,3,1,i,-10,8,-7,nt,7
COc1ccccc1OCCNC(=O)Nc1ccc(Br)cc1,-2,-3,14,-2,2.7,2,-2,2,1.9,5
COc1ccc(S(=O)(=O)N2CCC(C(=O)OCC(=O)c3ccccc3)CC2)cc1[N+](=O)[O-],8,4,17,-3,i,11,4,-9,-4.5,9
CC(C(=O)NCC1CCCCC1)N1CCN(S(=O)(=O)c2ccccc2F)CC1 (stereo not given),3,-2,7,-1,2.4,0,10,7,4.0,2
CCN(CC(=O)Nc1ccc(NC(C)=O)cc1)C(=O)CSC(=S)N1CCCC1,-1,4,-4,nt,-0.3,8,nt,4,-2.7,-5
Cc1ccc(NC(=O)Cc2nnc(SCC(=O)Nc3nncs3)n2C)c(C)c1,-4,-4,-2,1,-1.5,-17,15,6,1.4,4
O=C(CN1C(=O)CSc2ccc(S(=O)(=O)N3CCCCC3)cc21)NCc1ccccc1Cl,4,-10,4,3,i,2,56*,10,0.7,15
CCOC(=O)CNc1nnc(SCC(=O)OCC)[nH]c1=O,3,-1,8,0,i,-14,39,2,nt,-5
Cn1cc(S(=O)(=O)Nc2ccc(Br)cc2F)c(=O)n(C)c1=O,11,-5,-4,-3,-0.2,2,-8,4,-0.4,4
Cc1cc(O)c(Sc2ncn[nH]2)cc1NS(=O)(=O)c1ccc(Cl)cc1,6,-8,-3,nt,-1.6,1,nt,-1,3.5,-11
COC(=O)c1cc2c(C)[nH]c(C)c2cc(C(=O)OC)c1=O,-8,-1,12,-4,-0.4,-4,-5,-2,-0.8,-2
Nc1c(N(Cc2ccco2)C(=O)COc2ccccc2)c(=O)[nH]c(=O)n1Cc1ccccc1,6,-1,-2,nt,-0.6,-6,nt,2,0.2,-3
CCCCN(C=O)c1c(CC)nc2c(OCc3cc(Cl)cc(Cl)c3)cccn12,15,nt,19,nt,0.3,nt,nt,nt,0.3,23
CCOc1ccccc1N1CCN(S(=O)(=O)c2cc(C)ccc2OC)CC1,7,2,3,0,-1.1,-14,0,26,1.1,15
Cn1cc(Br)c(C(=O)N/N=C/c2cccc(OC3CSC3)c2)n1,1,2,-4,3,-0.1,nt,45,6,6.3,8
CCOc1cc(NC(=S)Nc2ccccc2)c(OCC)cc1NC(=O)c1ccccc1,-5,5,-3,3,3.6,16,35,2,nt,-9
CC(=O)OC(C(=O)Nc1nccs1)c1ccccc1 (stereo not given),4,6,-1,0,-0.6,-4,30,-1,-2.1,-3
Cc1cc(SCc2c(F)cccc2Cl)nc(=O)[nH]1,5,-3,15,3,-2.1,-9,9,7,0.9,-7
NC(=O)c1ccc(SCC(=O)OCC(=O)NCc2ccco2)c([N+](=O)[O-])c1,-27,5,-11,nt,i,0,nt,-4,0.2,-10
CC(C)C(=O)NNC(=O)CSc1nnc(-c2ccccc2)c(-c2ccccc2)n1,2,8,-12,-2,4.2,2,-4,7,0.4,4
CCN(Cc1ccccc1)C(c1cc2cc(C)ccc2[nH]c1=O)c1nnnn1CCOC (stereo not given),7,-4,9,0,i,-11,29,9,nt,4
O=C(Cn1c(O)c(N=NC(=O)c2ccncc2)c2ccccc21)Nc1ccccc1,-3,-1,-3,-4,nt,-2,5,-7,1.4,nt
NC1=NC2(CCCC2)n2c(nc3ccccc32)N1,1,-10,-3,2,-0.5,5,16,3,0.5,-6
O=C(O)C1CCN(Cc2cnn(-c3ccccc3)c2-n2cccc2)CC1,-3,6,-17,-6,-0.5,-9,nt,10,nt,8
Cc1ccccc1N1CC(c2nc3ccccc3[nH]2)CC1=O (stereo not given),-1,-2,-3,4,-1.0,-6,-10,7,nt,4
Cc1ccc(NC(=O)NCCN2C(=O)C3C4C=CC(C4)C3C2=O)cc1 (stereo not given),5,2,-2,-2,-0.2,-9,-27,6,0.5,9
CN(C)c1nc(N)nc(N(c2ccccc2)c2ccccc2)n1,0,-5,-1,3,-0.2,-9,-10,4,1.0,8
COC1=C(OC)C(=O)C(CCCCCCCCCCO)=C(C)C1=O,2,nt,15,1,-0.4,nt,3,nt,-0.2,16
CC1=NC(C)(C)Cc2cc(C)c(C)cc21,-1,5,0,6,-0.4,1,30,2,4.5,9
C#CCN(C[C@H]1[C@H](OC(=O)NCc2ccccc2F)[C@H](OC(=O)NCc2ccccc2F)C[C@@H](C(=O)OC)[C@H]1C(=O)OC)S(=O)(=O)c1ccc(C)cc1,-3,nt,16,nt,-0.6,nt,nt,-6,0.1,36
CC(C)CN(CCNC(=O)CC1Oc2ccccc2NC1=O)CC(C)C (stereo not given),-2,10,3,4,-0.5,-14,15,13,-8.7,0
Cc1ccc(C2=C(O)c3ccccc3C(=O)C2=O)cc1,-21,7,-4,4,-0.3,0,-4,-4,5.2,6
